Source: PubChem BioAssay (several laboratories)
PLCb3 inh: inhibitors of human phospholipase C beta3; 0.18% of 370,000 active; Q01970; Purified PLC-beta3, fluorogenic substrate, fluorescence; inhibition, % at 12.2 µM; in the data active means inhibition above about 11%;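 further: 0% = median of compound wells on plate and 100% = full blocker control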
Target sequence (Q01970 whole entry, looked up): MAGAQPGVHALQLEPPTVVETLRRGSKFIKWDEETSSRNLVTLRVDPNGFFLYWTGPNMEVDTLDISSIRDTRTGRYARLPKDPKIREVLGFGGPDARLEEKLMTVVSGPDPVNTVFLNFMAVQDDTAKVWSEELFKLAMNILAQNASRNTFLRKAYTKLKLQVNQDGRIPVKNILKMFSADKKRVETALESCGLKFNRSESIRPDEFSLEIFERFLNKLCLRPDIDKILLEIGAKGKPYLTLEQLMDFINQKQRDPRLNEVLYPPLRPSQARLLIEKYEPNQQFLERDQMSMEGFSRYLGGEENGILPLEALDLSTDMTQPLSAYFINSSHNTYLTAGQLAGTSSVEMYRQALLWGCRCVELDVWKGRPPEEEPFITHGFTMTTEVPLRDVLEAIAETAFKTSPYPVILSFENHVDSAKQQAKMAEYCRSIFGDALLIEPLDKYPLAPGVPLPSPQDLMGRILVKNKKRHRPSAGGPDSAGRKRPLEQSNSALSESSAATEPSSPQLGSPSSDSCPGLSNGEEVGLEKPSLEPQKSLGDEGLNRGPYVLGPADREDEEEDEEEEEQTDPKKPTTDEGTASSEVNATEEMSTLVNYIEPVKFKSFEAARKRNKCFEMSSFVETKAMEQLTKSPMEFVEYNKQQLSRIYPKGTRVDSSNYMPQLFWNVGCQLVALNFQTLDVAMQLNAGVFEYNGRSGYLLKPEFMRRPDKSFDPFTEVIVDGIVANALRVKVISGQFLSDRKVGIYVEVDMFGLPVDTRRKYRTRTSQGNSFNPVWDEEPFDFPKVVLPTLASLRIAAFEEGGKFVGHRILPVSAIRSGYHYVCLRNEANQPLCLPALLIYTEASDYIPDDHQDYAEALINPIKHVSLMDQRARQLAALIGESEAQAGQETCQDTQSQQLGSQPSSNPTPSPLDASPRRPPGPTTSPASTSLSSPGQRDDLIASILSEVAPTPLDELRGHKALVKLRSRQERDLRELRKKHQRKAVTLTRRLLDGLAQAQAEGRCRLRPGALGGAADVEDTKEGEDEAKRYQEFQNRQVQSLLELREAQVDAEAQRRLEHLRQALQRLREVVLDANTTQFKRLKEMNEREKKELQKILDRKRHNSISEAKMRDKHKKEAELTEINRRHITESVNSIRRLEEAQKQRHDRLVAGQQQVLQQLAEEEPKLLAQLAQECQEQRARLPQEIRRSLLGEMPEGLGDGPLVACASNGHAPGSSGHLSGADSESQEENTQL
Rev-erbA mod: Rev-erb alpha (human) modulation. P20393. Rev-erbα–FITC-DNA binding, fluorescence polarization, 90 min. activity, % at 10 µM. 0.79% of 370,000 active. AID 1259318;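 active means activity above about 14%, limit read from the data; passing the limit was not always enough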;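 further: 0% = DMSO wells with 35 nM protein and 100% = DMSO wells with 750 nM protein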
hcDAF-12 act: H. contortus DAF-12 activation, primary screen. activation, % at 6.8 µM. 1.4% of 370,000 active. HEK293 hcDAF-12 lit1-tk-luc reporter, luminescence; 0% DMSO, 100% Δ7-dafachronic acid;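 active means activation above the mean of all tested compounds plus 3 SD, cut at about 5.5% in these data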;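 further: 100% = response to 3 µM Δ7-dafachronic acid high control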
ssDAF12 agonist: activators of S. stercoralis DAF-12 nuclear receptor; HEK293 ssDAF-12/GRIP1 lit1-tk-luc reporter, luminescence; % of 3 µM dafachronic acid response; activation, % at 6.8 µM; 1% of 370,000 active; AID 652126;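 active means activation above the mean over all tested compounds plus 3 SD, cut at about 0.9% in these data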;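 further: 0% = DMSO-only wells and 100% = 3 µM delta7-dafachronic acid wells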
sPLA2-III inh: Blocks human group III sPLA2 activity; inhibition, % at 12.2 µM; 0.56% of 370,000 active; AID 743126; QFRET BODIPY PC-A2 liposome hydrolysis, fluorescence; Q9NZ20;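 active means inhibition above mean plus 3 SD of compounds lying within the high and low control bounds, cut at about 19% in these data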;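 further: 0% = median of test compound wells and 100% = no enzyme DMSO wells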
FXN GAA850 act: activators of GAA850 frataxin (FXN) promoter; HEK293 lucGAA850 FXN promoter luciferase reporter, 24 h; percent of 10 µM SAHA response; activation, % at 6 µM; 0.56% of 360,000 active;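 active means activation above the average of all compounds screened plus 3 SD, cutoff fixed separately per campaign, cut at about 7.5% in these data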;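 further: 0% = DMSO wells and 100% = 10 µM SAHA wells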
DAX1 inh-1: inhibitors of human orphan nuclear receptor DAX1 (NR0B1) | inhibition, % at 6.75 µM | AID 504766 | P51843 | 0.99% of 340,000 active | HEK293 Gal4-DAX1 luciferase reporter, luminescence;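 active means inhibition above the mean over all tested compounds plus 3 SD, cut at about 4.2% in these data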;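 further: 0% = DAX1-transfected cells with DMSO and 100% = empty-vector control cells with DMSO; inhibition shows as a rise in luminescence from relieved DAX1 repression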
SMARCA2 act: increases SMARCA2 function in MMTV reporter cells; MG213 cells, MMTV-luciferase reporter, dexamethasone, overnight; activation, % at 9.1 µM; 1% of 370,000 active; in the data active means activation above about 7.8%;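 further: 0% = vehicle wells and 100% = reference activator wells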
DAX1 inh-2: DAX1 (NR0B1) inhibition, primary screen. HEK293T StAR-luciferase reporter, SF-1/DAX-1 repression relief. inhibition, % at 6.8 µM. 1.1% of 370,000 active. AID 652010;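 active means inhibition above the mean over all tested compounds plus 3 SD, cut at about 3.6% in these data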;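 further: 0% = DAX-1 cells with DMSO and 100% = cells lacking DAX-1 with DMSO; higher inhibition means more luminescence from relief of DAX-1 repression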
PG9 binder: binds the HIV-1 gp120 antibody PG9; 0.43% of 360,000 active; TR-FRET gp120-PG9 antibody binding; inhibition, % at 6.7 µM; in the data active means inhibition above about 8.5%
hgDAF-12 ag: activates the H. glycines DAF-12 receptor ligand-binding domain | HEK293 GAL4-hgDAF12 UAS-luciferase reporter, agonist luminescence; normalized to butyrate control | activation, % at 6.8 µM | 1.8% of 370,000 active | AID 687014;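 active means activation above a cutoff set at the mean of all screened compounds plus 3 SD, cut at about 10% in these data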;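 further: 0% = DMSO wells and 100% = sodium butyrate wells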
Numbers without * were called inactive; i = inactive; x = no result given.

SMILES	PLCb3 inh	Rev-erbA mod	hcDAF-12 act	ssDAF12 agonist	sPLA2-III inh	FXN GAA850 act	DAX1 inh-1	SMARCA2 act	DAX1 inh-2	PG9 binder	hgDAF-12 ag
Cc1cccc(C)c1NC(=O)C1(C)CN(S(C)(=O)=O)CC(=O)N1CC(F)(F)F (stereo not given)	3	-8	0.3	-1.1	5	x	x	1	0.3	-1.3	-1.7
COc1ccc(S(=O)(=O)N(CC(=O)Nc2ccccc2C(=O)N2CCOCC2)c2ccc(F)cc2)cc1	-2	3	-1.1	-0.7	2	-0.2	0.7	-3	-0.4	-2.4	2.1
Cc1cc(Br)ccc1NC(=O)CN(C)C(=O)C1CCN(c2ncnc3sc(C)c(C)c23)CC1	-8	-2	-3.5	-2.0	-30	-1.0	-3.7	-6	-2.7	-1.4	-4.9
COc1ccc(N2CCN(C(=O)c3ccc(NS(=O)(=O)c4cccs4)cc3)CC2)cc1	2	4	-0.9	-0.9	-17	2.0	0.4	-1	-0.2	-1.6	5.8
O=C(COC(=O)c1cccnc1SC(F)F)NC1CC1	-5	6	-0.9	-1.2	14	0.8	0.0	-4	1.4	0.7	-1.3
CCOc1c2ccc(C(=O)NCc3ccc(C(F)(F)F)cc3C(F)(F)F)cc2nn1C	i	-7	-1.6	-1.6	4	0.0	0.1	1	-0.5	0.2	-1.1
Nc1nnc(SCC(=O)NC2CCCC2)s1	-6	-3	3.3	-1.2	9	-1.9	0.8	-3	2.1	-3.2	-0.1
Cc1ccccc1OCC(=O)NC1CCCCCCC1	-3	1	-0.4	-0.5	2	3.7	-1.7	-1	-0.3	0.3	2.5
O=C(Nc1ccnn1C1CCN(Cc2cccnc2)CC1)c1ccccc1Cl	-5	-9	-0.3	-0.7	5	-1.7	-0.7	-3	1.1	-1.7	-2.5
CCN(CC)CCN(C(=O)c1c(F)cccc1F)c1nc2cc(C)cc(C)c2s1	-5	5	0.3	-1.3	-7	-0.6	-0.8	4	-0.1	-2.1	3.3
Cc1cc(NC(=O)c2cc(-c3cccs3)nc3ccccc23)no1	i	-8	0.3	-0.4	-4	-3.5	-0.6	-2	-1.3	-0.5	2.3
O=S(=O)(NC1CCCCC1)c1ccc(-c2csnn2)s1	0	-3	-4.3	-0.5	-9	1.5	-0.6	-2	0.0	-0.6	-0.9
Oc1[nH]c(=S)sc1C=C1N=c2ccccc2=N1	-29	-1	3.0	-0.6	1	2.8	x	-1	0.5	-10	2.4
N#Cc1c(NC(=O)CN2CCN(S(=O)(=O)c3ccc4c(c3)OCCO4)CC2)sc2c1CCC2	-6	7	-2.5	-0.8	-1	-0.7	-0.4	-4	-0.3	3.5	-0.5
NS(=O)(=O)c1ccc(NC(=O)COC(=O)CCc2ccc(S(=O)(=O)N3CCOCC3)cc2)cc1	-4	-5	-0.7	0.0	-9	2.0	-0.3	-3	-0.6	-2.7	-1.2
CCn1nnc(C(=O)O)c1C(=O)O	3	-1	-0.5	-0.7	-2	-1.1	0.6	-2	0.3	-1.7	1.5
Cc1cccc(NC(=O)CSCC(=O)Nc2ccc(S(=O)(=O)N3CCCC3)cc2)c1	-8	4	-2.1	-1.3	-7	0.5	0.7	-2	-1.0	2.0	-0.8
O=C(N/N=C/c1cccc(Oc2ccccc2)c1)c1ccccc1F	-6	7	3.6	0.0	-1	-2.3	0.7	4	-1.2	-2.0	7.0
CCN(C(=O)CSc1nnc2c3ccccc3n(CC)c2n1)C1CCS(=O)(=O)C1 (stereo not given)	5	-3	-0.5	-1.1	-2	4.8	-0.8	0	-0.2	-2.1	-2.9
O=C(CCCOc1ccc(Cl)cc1Cl)NCCc1ccccn1	-6	-5	-7.0	-2.6	-2	-12	-2.7	-8	-1.6	-1.9	-12
CC(=O)Nc1ccc(S(=O)(=O)N(C)CC(=O)NCCOc2ccccc2)cc1	-3	5	-0.3	-1.3	1	1.0	1.1	-3	0.5	-1.6	-2.3
COc1ccc(OC)c(S(=O)(=O)Nc2cccc(-c3ccc4nncn4n3)c2)c1	1	-9	-2.0	-1.6	-2	1.7	1.7	1	0.2	-0.5	0.5
COc1cc2c(cc1OC)/C(=C/C(=O)N1CCOCC1)NC(C)(C)C2	i	-3	-0.3	-0.6	6	x	x	2	-0.6	0.4	-0.9
Nc1nccc(-c2ccc(-n3cnc4ccccc43)cc2)n1	-44	-2	-1.8	-1.8	-4	-4.8	-0.4	-3	0.8	0.1	4.1

No new results follow: 2 of the compounds above.
SMILES	PLCb3 inh	Rev-erbA mod	hcDAF-12 act	ssDAF12 agonist	sPLA2-III inh	FXN GAA850 act	DAX1 inh-1	SMARCA2 act	DAX1 inh-2	PG9 binder	hgDAF-12 ag
COc1cc2c(cc1OC)/C(=C/C(=O)N1CCOCC1)NC(C)(C)C2	i	-3	-0.3	-0.6	6	x	x	2	-0.6	0.4	-0.9
Nc1nccc(-c2ccc(-n3cnc4ccccc43)cc2)n1	-44	-2	-1.8	-1.8	-4	-4.8	-0.4	-3	0.8	0.1	4.1

(cont.)
SMILES	PLCb3 inh	Rev-erbA mod	hcDAF-12 act	ssDAF12 agonist	sPLA2-III inh	FXN GAA850 act	DAX1 inh-1	SMARCA2 act	DAX1 inh-2	PG9 binder	hgDAF-12 ag
COc1ccc(S(=O)(=O)n2c(CCN3CCOCC3)nc3ccccc32)cc1	3	5	-2.6	-0.7	-4	1.5	1.8	-2	-0.3	0.2	-2.3
COc1ccc(NC(=O)CN2CCN(c3nc(-c4cccc(OC)c4)cs3)CC2)cc1	-3	-3	0.0	-1.4	3	0.9	3.2	-4	-1.1	-1.4	-0.4
O=C(CSc1nc2c(cnn2-c2cccc(Cl)c2)c(=O)[nH]1)NCC1CCCO1 (stereo not given)	-4	-6	0.4	-0.2	4	3.0	-0.9	-2	0.8	0.9	1.4
NC(=S)N/N=C/c1c(O)ccc2ccccc12	-37	2	-2.1	-2.1	35*	-0.7	-2.1	-6	-1.3	-2.5	-1.0
O=C(N/N=C\c1ccco1)c1cncc(Br)c1	-2	-6	0.1	-1.0	4	x	x	5	0.1	-2.3	0.2
CCOc1ccc2c(c1)C(c1ccc(C)cc1)=NNC(c1ccc(C)cc1)=N2	0	7	0.7	-0.7	-7	3.8	3.1	5	1.0	-0.1	6.6
CCCCOC(=O)n1c(=O)oc2cc(S(=O)(=O)N3CCCCC3)ccc21	1	0	-0.9	-1.8	-40	-0.4	0.0	-3	-0.5	-1.3	1.0
Cc1ccc(S(=O)(=O)N2C[C@H]3C(=O)C[C@@H](c4ccc(Cl)cc4)N(S(=O)(=O)c4ccc(C)cc4)[C@H]3C[C@H]2c2cccc3ccccc23)cc1	-4	2	0.5	-1.2	-3	x	x	1	-0.5	0.3	1.1
Cc1ccc(NC(=O)NC2C(NC(=O)Nc3ccc(C)cc3)N(C)C(=O)N2C)cc1 (stereo not given)	1	6	-1.6	-1.4	-43	-1.1	-0.3	-2	-0.5	4.1	1.7
CC(=O)c1ccc(-c2nnc(CCC(=O)N(C)Cc3c(C)nc4ccccn34)o2)s1	-9	0	-1.4	-2.2	-3	1.0	0.3	-4	-0.9	-0.6	-5.5
Cc1ccc(NC(=O)c2ccc(S(=O)(=O)N3CCCC3)cc2)nc1	1	5	-1.2	-0.5	5	1.7	-1.7	-1	-0.2	-2.0	2.2
COc1cc(NC(=O)c2cccc(F)c2)ccc1NC(=O)c1cc2ccccc2o1	-6	-15	-1.8	-1.2	11	0.2	0.1	-2	-0.4	1.2	-0.3
Cc1ccc(S(=O)(=O)N2CCC(=O)N(C(COCc3cccc(C(F)(F)F)c3)Cc3ccccc3)CC2)cc1 (stereo not given)	1	-4	-1.7	-1.8	-20	0.0	-0.8	-1	-0.2	1.0	-0.5
CCCc1cc(=O)oc2cc(C)cc(OCC(=O)NCC(O)c3ccccc3)c12 (stereo not given)	-113	-3	0.7	-1.3	0	-1.7	0.0	-1	-0.7	0.5	0.1
COc1ccc2ccc(=O)oc2c1CC(=O)C(C)C	-38	-4	-1.7	-0.9	0	-0.2	-0.4	2	0.0	-2.3	-4.0
Cc1cc(C)c2c(=O)n3c(nc2c1)C(C)NC(=O)c1cccnc1-3 (stereo not given)	-3	4	-1.2	-1.1	4	0.8	0.2	-2	0.5	0.2	-1.8
CCOC(=O)c1ccc(NC(=O)NCc2c(C)nn(CC)c2C)cc1	-5	-2	-2.2	-1.7	-7	1.1	0.2	-1	-0.6	-1.0	-1.7
Cc1c(Cl)cccc1NC(=O)COC(=O)Cc1ccsc1	-2	-2	-0.3	-1.0	-5	1.3	-0.1	-3	-1.6	-0.5	4.3
O=C(NCc1ccco1)c1ccccc1Br	-1	-1	-0.6	-1.2	-1	-1.4	-0.9	-2	0.4	-1.4	-0.2
CCN(C(=O)COC(=O)CNC(=O)c1ccc(C)cc1)c1c(N)n(Cc2ccccc2)c(=O)[nH]c1=O	-8	1	1.9	-0.8	6	0.6	0.7	1	2.4	0.5	0.8
Cc1csc(SCC(=O)NC(=O)NC(C)(C)C)n1	-2	2	0.1	-0.2	-4	-0.3	0.7	4	0.3	-2.3	-0.3
COc1cc(OC)c(NS(=O)(=O)c2coc(C(N)=O)c2)cc1Cl	6	2	0.6	-1.3	2	0.6	0.7	-2	-0.3	-0.8	0.9
CN(C)CC(C)(C)CNS(=O)(=O)CC12CCC(CC1=O)C2(C)C (stereo not given)	3	-6	-0.7	-1.3	4	-1.7	-1.1	-4	0.0	-0.9	-1.5
Cc1noc(C)c1C(=O)NC(C)C1CCCO1 (stereo not given)	-2	-1	-0.2	-1.9	-2	0.8	0.9	-1	-0.6	0.1	-1.4

Of the compounds above, these contain a Cl atom.
SMILES	PLCb3 inh	Rev-erbA mod	hcDAF-12 act	ssDAF12 agonist	sPLA2-III inh	FXN GAA850 act	DAX1 inh-1	SMARCA2 act	DAX1 inh-2	PG9 binder	hgDAF-12 ag
O=C(Nc1ccnn1C1CCN(Cc2cccnc2)CC1)c1ccccc1Cl	-5	-9	-0.3	-0.7	5	-1.7	-0.7	-3	1.1	-1.7	-2.5
O=C(CCCOc1ccc(Cl)cc1Cl)NCCc1ccccn1	-6	-5	-7.0	-2.6	-2	-12	-2.7	-8	-1.6	-1.9	-12
O=C(CSc1nc2c(cnn2-c2cccc(Cl)c2)c(=O)[nH]1)NCC1CCCO1 (stereo not given)	-4	-6	0.4	-0.2	4	3.0	-0.9	-2	0.8	0.9	1.4
Cc1ccc(S(=O)(=O)N2C[C@H]3C(=O)C[C@@H](c4ccc(Cl)cc4)N(S(=O)(=O)c4ccc(C)cc4)[C@H]3C[C@H]2c2cccc3ccccc23)cc1	-4	2	0.5	-1.2	-3	x	x	1	-0.5	0.3	1.1
Cc1c(Cl)cccc1NC(=O)COC(=O)Cc1ccsc1	-2	-2	-0.3	-1.0	-5	1.3	-0.1	-3	-1.6	-0.5	4.3
COc1cc(OC)c(NS(=O)(=O)c2coc(C(N)=O)c2)cc1Cl	6	2	0.6	-1.3	2	0.6	0.7	-2	-0.3	-0.8	0.9

No enrichment for hits; overall some 7% were active at least once.
